NOD2-RIPK2 inh: NOD2-RIPK2 protein interaction inhibition. CHO BLA complementation NOD2-RIPK2, CCF4 ratio. inhibition, % at 4.98 µM. hit rate 0.38% among 360,000. AID 624267; in the data active means inhibition above about 21%;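 further: 0% = vehicle only and 100% = reference blocker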
MC4R ag barr: agonists of human melanocortin 4 receptor (MC4R) beta-arrestin; U2OS MC4R beta-arrestin complementation, luminescence; percent of melanotan II response, DMSO zero; activation, % at 8.9 µM; hit rate 0.98% among 360,000; AID 540308;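 active means activation above a per-plate cutoff, the mean activation of sample wells on that plate plus 3 SD, cut at about 8% in these data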
TLR9-MyD88 block: blocks human TLR9 binding to MyD88 | inhibition, % at 4.98 µM | Q9NR96+Q99836 | CHO BLA complementation TLR9-MyD88, CCF4 FRET ratio | hit rate 0.21% among 340,000 | AID 504734;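 active means inhibition above the mean over all tested compounds plus 3 SD, cut at about 21% in these data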;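 further: 0% = DMSO only wells and 100% = clavulanate BLA inhibitor control wells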
NCOA2 inhibitor: human SRC2 (NCOA2) inhibition; inhibition, % at 9 µM; hit rate 0.17% among 370,000; HEK293 GAL4-SRC2 luciferase reporter, luminescence; AID 651957; Q15596;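 active means inhibition above the mean inhibition of all tested compounds plus 3 SD, set per campaign, cut at about 52% in these data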;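 further: 0% = DMSO treated cells and 100% = cells given Gossypol at 36 µM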
ABCB6 inh 2: blocks the human ABCB6 transporter. K562-ABCB6 porphyrin accumulation, flow cytometry, 1 h; active compounds read low. fluorescence ratio to DMSO, % at 10 µM. hit rate 0.19% among 360,000. AID 602162;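 active means fluorescence ratio to DMSO below 75%, the collection mean minus 3 SD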;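 further: signal is porphyrin accumulated inside mitochondria; 100% equals median channel fluorescence of DMSO control wells; lower ratio means ABCB6 inhibition with less porphyrin fluorescence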
ABHD5 PLIN5 PPI: ABHD5-PLIN5 protein interaction inhibition; Q00G26+Q8WTS1; Split G. princeps luciferase complementation, luminescence, 4 h; inhibition, % at 4 µM; hit rate 0.78% among 360,000; AID 602281;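 active means inhibition above the mean inhibition across every tested compound plus 3 SD, cut at about 22% in these data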;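 further: 0% = DMSO only wells and the 100% control is not disclosed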
Target sequence (Q00G26 whole entry, looked up): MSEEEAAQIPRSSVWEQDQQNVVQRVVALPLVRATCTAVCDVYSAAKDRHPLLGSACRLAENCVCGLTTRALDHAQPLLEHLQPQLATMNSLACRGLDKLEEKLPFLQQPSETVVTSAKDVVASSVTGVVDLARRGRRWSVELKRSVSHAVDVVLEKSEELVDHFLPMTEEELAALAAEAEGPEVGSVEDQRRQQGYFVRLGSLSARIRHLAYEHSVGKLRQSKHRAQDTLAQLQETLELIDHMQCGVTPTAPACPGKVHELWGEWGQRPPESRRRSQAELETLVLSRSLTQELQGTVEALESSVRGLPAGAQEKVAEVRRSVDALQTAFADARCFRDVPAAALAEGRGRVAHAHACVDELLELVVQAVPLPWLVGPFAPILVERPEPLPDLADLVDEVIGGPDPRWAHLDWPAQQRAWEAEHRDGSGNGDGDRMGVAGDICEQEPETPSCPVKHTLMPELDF
Target sequence (Q8WTS1 whole entry, looked up): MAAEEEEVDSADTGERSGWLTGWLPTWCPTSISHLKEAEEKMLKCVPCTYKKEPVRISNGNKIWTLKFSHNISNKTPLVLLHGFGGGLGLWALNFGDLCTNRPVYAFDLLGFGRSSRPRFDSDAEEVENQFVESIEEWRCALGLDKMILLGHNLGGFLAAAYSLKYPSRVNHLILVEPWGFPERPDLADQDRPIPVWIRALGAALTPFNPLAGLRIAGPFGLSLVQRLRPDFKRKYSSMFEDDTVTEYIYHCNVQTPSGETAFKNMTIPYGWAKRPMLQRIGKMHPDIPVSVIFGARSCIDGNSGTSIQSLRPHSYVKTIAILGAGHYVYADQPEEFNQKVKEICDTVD
HTR2A ag: mouse HTR2A agonism via beta-arrestin recruitment; activation, % at 7.6 µM; CHO-K1 mHTR2A beta-arrestin complementation, luminescence; percent of 30 µM serotonin response; hit rate 0.66% among 360,000; AID 624169; P35363;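 active means activation above a run cutoff, the mean activation of all tested compounds plus 3 SD, cut at about 14% in these data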;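 further: 0% = plate median of compound wells and 100% = 30 µM serotonin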
MC4R antagonist: human MC4R antagonism in cAMP assay. inhibition, % at 6.5 µM. P32245. MC4R-expressing cells, MTII-stimulated cAMP, LANCE TR-FRET. hit rate 0.48% among 360,000. AID 540295;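 active means inhibition above its plate's cutoff, the mean of tested wells on that plate plus 3 SD, cut at about 29% in these data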;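 further: 0% = Melanotan II alone and 100% = Melanotan II plus saturating MCL0020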
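system = U2OS cells with stable human MC4R expression | also added = Melanotan II challenge after compound preincubation | dosing = one concentration, 6.5 µM nominal | incubation = compound 30 min, challenge 1 h, detection 1 h | measured by = TR-FRET with Eu-cAMP and labeled anti-cAMP, 671 nm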
N-glyco inh: N-linked glycosylation inhibition | reporter increase, % at 12.5 µM | AID 588692 | hit rate 0.23% among 360,000 | D54 ERlucT glycosylation luciferase reporter, 24 h; percent of 100 nM tunicamycin response;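 active means mean luciferase reporter signal, scaled so untreated is 0 and the glycosylation-blocking control 100, at or above a set limit in every replicate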;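 further: luciferase carries N-glycosylation sites so blocking glycosylation raises the light; 0% = median of neutral control wells and 100% = median of 100 nM tunicamycin wells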
H9c2 protect: myocardial damage modulation in H9c2 cells | protection from H2O2 cell death, % at 20 µM | H9c2 cardiomyocytes, H2O2 injury protection, ATPLite, 2 h | hit rate 0.63% among 360,000;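 active means compounds giving at least 50% protection of heart cells from peroxide-induced death in the single-dose screen, raw or plate-pattern-corrected value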;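 further: 0% = DMSO wells with peroxide and 100% = DMSO wells without peroxide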
* hit, by the source's call; · = no result given.

SMILES	NOD2-RIPK2 inh	MC4R ag barr	TLR9-MyD88 block	NCOA2 inhibitor	ABCB6 inh 2	ABHD5 PLIN5 PPI	HTR2A ag	MC4R antagonist	N-glyco inh	H9c2 protect
Cc1cccc(C)c1NC(=O)CN1C(=O)S/C(=C\c2cccn2-c2cccc(C(=O)O)c2)C1=O	4	-2.0	-6	-31	106	3	10	2	-1	5
O=S1(=O)C[C@H](N2CCN(CC3CC3)CC2)[C@@H](COCc2ccccc2)N1	-4	·	·	-37	100	-3	2	·	-4	4
Cc1cccc(C)c1C(O)c1ncc(-c2ccccc2Cl)[nH]1 (centres undefined)	-8	-1.5	·	-20	98	-10	-9	1	-2	-2
COc1ccc2[nH]c(C(=O)N3CCN(C)CC3)c(C)c2c1	-12	-2.2	-4	-15	95	-8	-6	9	3	-1
O=C(N/N=C\c1ccc(Sc2ccccn2)o1)c1cccc(Br)c1	1	-0.1	-12	10	98	-3	1	1	1	7
O=C1c2ccccc2C(c2nnnn2-c2ccc3c(c2)OCCO3)N1CCc1ccc(O)cc1 (centres undefined)	-4	·	·	20	99	5	5	·	·	·
Cc1ccc(-c2csc(Cc3nc(-c4cc5ccccc5oc4=O)cs3)n2)cc1	5	0.3	-2	3	100	-5	6	7	-2	-16
Cc1cccc(NC(=O)CCc2ccccc2)c1C	10	1.1	-3	23	98	3	5	2	-2	-1
Cc1ccc(C(=O)N2CC(C)OC(C)C2)c(Cl)c1 (centres undefined)	-2	-0.2	1	-30	95	-6	0	6	2	6
Cc1cc(S(N)(=O)=O)c(N)c(S(N)(=O)=O)c1	-10	-1.5	4	-7	100	-1	10	-2	2	1
O=C(Cc1ccccc1)Nc1ccc(N2CCOCC2)cc1	-10	1.1	0	-65	100	3	-2	9	0	5
CCN(CC)CCNc1nc(-c2cccs2)c(CC(=O)O)s1	6	0.8	-72	6	94	3	-2	0	1	7
CC1=Nn2c(nc(-c3ccccc3)c2-c2ccccc2)N(CC(N)=O)C(=O)C1	1	0.0	1	-22	91	8	4	4	1	-2
CCN(CC)CCN1C(=O)C2C3c4ccccc4C(c4ccccc43)C2C1=O (centres undefined)	-1	-0.5	2	-5	95	11	3	-5	0	5
Cc1nc2c(c(=O)n1CCC(C)C)c1nc3ccccc3nc1n2CC1CCCO1 (centres undefined)	7	-1.3	-5	6	95	0	-1	3	1	22
COc1ccc(C(C)=O)cc1COC(=O)CCNS(=O)(=O)c1ccc(C(C)=O)cc1	6	-3.3	-18	12	103	10	-2	7	0	3
CNC(=O)c1cc(C(=O)c2ccccc2Br)c[nH]1	-6	-0.9	-6	-4	98	-5	2	-1	0	7
O=C(c1cnc(Cl)c(Cl)c1)N1CCC(Cc2ccccc2)CC1	-7	1.9	8	14	101	4	5	-4	-3	-3
Cc1cccc(-c2csc(NC(=O)c3cnccn3)c2C(=O)OC(C)C)c1	-9	1.1	1	-3	84	-2	-2	2	3	8
Cc1ccc(C)c2[nH]c(=O)c(CN(CCN3CCCC3)C(=O)Nc3cccc(Cl)c3)cc12	-1	1.6	-1	-15	92	15	-1	0	0	24

4 structures from above, arranged by molar mass, largest number first:
SMILES	NOD2-RIPK2 inh	MC4R ag barr	TLR9-MyD88 block	NCOA2 inhibitor	ABCB6 inh 2	ABHD5 PLIN5 PPI	HTR2A ag	MC4R antagonist	N-glyco inh	H9c2 protect
O=C(N/N=C\c1ccc(Sc2ccccn2)o1)c1cccc(Br)c1	1	-0.1	-12	10	98	-3	1	1	1	7
Cc1cccc(-c2csc(NC(=O)c3cnccn3)c2C(=O)OC(C)C)c1	-9	1.1	1	-3	84	-2	-2	2	3	8
CC1=Nn2c(nc(-c3ccccc3)c2-c2ccccc2)N(CC(N)=O)C(=O)C1	1	0.0	1	-22	91	8	4	4	1	-2
Cc1cccc(C)c1C(O)c1ncc(-c2ccccc2Cl)[nH]1 (centres undefined)	-8	-1.5	·	-20	98	-10	-9	1	-2	-2

Other records:
SMILES	NOD2-RIPK2 inh	MC4R ag barr	TLR9-MyD88 block	NCOA2 inhibitor	ABCB6 inh 2	ABHD5 PLIN5 PPI	HTR2A ag	MC4R antagonist	N-glyco inh	H9c2 protect
C#CCOCCOCCOCCNc1nc(N2CCN(C(=O)Cn3cc(CCCCN)nn3)CC2)nc(N2CCN(C(=O)[C@H]([C@@H](C)CC)n3cc(CCCN=C(N)N)nn3)CC2)n1	-6	0.5	-11	18	103	-10	1	2	-2	9
COCCN(C(=O)COC(=O)c1ccc(C)s1)c1c(N)n(Cc2ccccc2)c(=O)[nH]c1=O	-10	-3.1	6	25	97	11	0	5	1	2
O=C(/C=C/c1ccc(Cl)cc1)NC(=S)Nc1ccc(CN2CCOCC2)cc1	-8	-1.3	-4	10	99	2	-2	7	2	-5
CCOC(=O)c1c(-n2cnnn2)sc(C)c1C	3	-3.6	1	-5	98	-7	-1	-7	0	10
CC(=O)Nc1ccc(C(=O)NCCN2CCOCC2)cc1	0	-1.0	-1	1	97	8	0	14	-1	-5
Cc1cccc(C(C)C)c1NC(=O)c1c(-c2ccccc2)noc1C	-3	-1.6	-7	-23	99	-3	0	14	-2	0
CCOc1ccc(CCNC(=O)COC(=O)c2ccc3c(c2)OCCO3)cc1OCC	0	1.6	1	1	95	-6	6	4	1	3
COc1ccc(NS(=O)(=O)c2cc(NC(=O)Cc3n[nH]c(=O)c4ccccc34)ccc2OC)cc1	5	-0.4	9	-1	96	5	0	7	-2	70*
CSc1ccccc1C(=O)OCC(=O)Nc1ccc(N2CCOCC2)cc1	2	-2.2	-1	-11	92	-6	-3	5	2	3
NC(=S)Nc1cccc2cc3ccccc3cc12	5	-0.3	8	-43	135	-27	-2	-6	10	-5
O=C(Nc1ccn(Cc2c(F)c(F)cc(F)c2F)n1)c1ccc(COc2ccccc2Cl)cc1	-15	1.6	-5	·	94	1	2	5	-10	-1
C=CCCN([C@@H](C)C(=O)OC)S(=O)(=O)c1ccccc1Br	-6	-0.4	7	-7	95	5	0	5	1	3
CC1C=CCC2C(=O)N(c3cccc(C(=O)NCc4ccccc4)c3)C(=O)C12 (centres undefined)	6	-0.2	5	7	102	1	-6	3	1	0
Cc1cc(C)n(-c2ccc(C(=O)Nc3cccc(S(=O)(=O)N(C)C)c3)cc2)n1	-3	-1.2	2	14	98	1	1	23	1	-13
Cc1nc2nc[nH]n2c(=O)c1NS(=O)(=O)c1ccc(F)cc1	-3	4.1	-6	-14	94	0	1	11	3	5
Cc1cccc(C)c1-n1nnnc1C(c1ccnc2ccccc12)N1CCOCC1 (centres undefined)	-3	·	·	-33	99	2	-1	·	·	·
O=c1ccc(Cl)nn1-c1ccccc1	2	-0.1	-6	-6	103	2	1	-7	1	-3
COc1ccc(CCNC(=O)C/C(C)=N/NC(=O)C23CC4CC(CC(C4)C2)C3)cc1OC	12	-1.1	7	-30	93	0	-9	6	-8	18
COc1ccc(/C=N/NC(=O)CNC(=O)c2ccncc2)cc1	-13	0.8	-10	-16	98	0	14	13	1	4
Cc1cccc2c1NC1(CCCC1)CC2C (centres undefined)	-2	1.2	·	-22	102	1	-1	7	0	-8
COc1ccc(Nc2nc3cc(-c4sccc4C)sc3c(=O)n2C)cc1OC	5	-2.5	·	-19	105	-3	1	4	21	2
C=CCn1c(SCc2nc3sc(C(=O)O)c(C)c3c(=O)[nH]2)nnc1-c1ccc(F)cc1	-6	-1.9	4	13	101	-5	3	-2	0	7
c1ccc(CNc2ccccn2)cc1	-20	1.6	3	1	97	-2	-1	-4	2	6
CCOC(=O)c1cc(C(=O)OCC)c(=O)[nH]c1C	3	-1.8	-10	-16	99	5	6	-1	1	15
Cc1cc(C)nc(S/C=C/C(=O)c2ccccc2)n1	12	-2.9	6	-79	101	65*	0	8	-1	-17
CCCOc1ccc(CC(=O)NCCc2ccccc2)cc1OC	11	1.6	-11	-11	90	-1	-1	-2	-1	-1
COc1ccc(-n2c(SCC(=O)Nc3cc(C)on3)nc3c(c2=O)SCC3)cc1	0	1.4	2	-14	106	9	1	0	1	4
Cc1ccc(N2C(=O)CS/C2=N\C(=S)Nc2ccccc2)cc1	-8	27*	·	-10	103	-46	1	5	1	-5
CN(C(=O)Cn1cnc([N+](=O)[O-])n1)C1CCCCC1	-9	-1.4	-6	4	93	-1	-7	4	-1	3
COc1cc2cc(Oc3ccc4ccc(=O)oc4c3)c(=O)oc2cc1OC(C)=O	-9	1.5	-4	15	104	6	0	5	0	12
Cc1csc(=O)n1CC(=O)Nc1ccc(S(C)(=O)=O)cc1	-2	-2.5	11	-4	97	3	4	0	1	4
CCNC(=O)NC(=O)C(C)OC(=O)c1ccc(SC)cc1OC (centres undefined)	0	0.9	2	5	95	3	-1	11	0	8
COc1ccc(C2CC(c3ccc(Br)cc3)=NN2C(=S)Nc2ccccc2)cc1 (centres undefined)	-12	-3.4	0	-9	99	-3	-2	5	-5	-8
CCCC(=O)c1ccc(N2CCN(S(=O)(=O)c3ccccc3)CC2)c(F)c1	1	1.4	1	4	94	7	5	7	-4	-21
CC1=C(C#N)C(NC(=O)c2ccc(C)cc2)(C(F)(F)F)C(=O)N1 (centres undefined)	6	-1.5	3	-31	105	-1	2	-4	1	4
C=CCn1c(Cc2csc(N)n2)nnc1SCC(=O)Nc1ccc(C(=O)OCC)cc1	0	-2.5	11	-5	95	-2	5	9	1	-2

Part of the list above, bar-delimited.
structure | NOD2-RIPK2 inh | MC4R ag barr | TLR9-MyD88 block | NCOA2 inhibitor | ABCB6 inh 2 | ABHD5 PLIN5 PPI | HTR2A ag | MC4R antagonist | N-glyco inh | H9c2 protect
COc1ccc(Nc2nc3cc(-c4sccc4C)sc3c(=O)n2C)cc1OC | 5 | -2.5 | · | -19 | 105 | -3 | 1 | 4 | 21 | 2
C=CCn1c(SCc2nc3sc(C(=O)O)c(C)c3c(=O)[nH]2)nnc1-c1ccc(F)cc1 | -6 | -1.9 | 4 | 13 | 101 | -5 | 3 | -2 | 0 | 7
c1ccc(CNc2ccccn2)cc1 | -20 | 1.6 | 3 | 1 | 97 | -2 | -1 | -4 | 2 | 6
CCOC(=O)c1cc(C(=O)OCC)c(=O)[nH]c1C | 3 | -1.8 | -10 | -16 | 99 | 5 | 6 | -1 | 1 | 15
Cc1cc(C)nc(S/C=C/C(=O)c2ccccc2)n1 | 12 | -2.9 | 6 | -79 | 101 | 65* | 0 | 8 | -1 | -17
CCCOc1ccc(CC(=O)NCCc2ccccc2)cc1OC | 11 | 1.6 | -11 | -11 | 90 | -1 | -1 | -2 | -1 | -1
COc1ccc(-n2c(SCC(=O)Nc3cc(C)on3)nc3c(c2=O)SCC3)cc1 | 0 | 1.4 | 2 | -14 | 106 | 9 | 1 | 0 | 1 | 4

Some of the compounds tested; rates above refer to the full screens.
